Assay outcomes as filed in PubChem BioAssay.
RAD54 inh: RAD54 (human) branch migration inhibition; RAD54 Holliday junction branch migration, FAM/BHQ fluorescence; inhibition, % at 10.4 µM; Q92698; hit rate 0.14% among 360,000;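 active = mean normalized replicate activity at least 40 and at least half of replicates scoring 40 or more; inconclusive = only one of the two criteria met; inactive = mean below 40 and under half of replicates reaching 40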;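 also: 0% = median of neutral control wells and 100% = median of positive control wells; inhibitors cause a drop in the FAM fluorescence signal; in these data hits start at about 50%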
Target sequence (Q92698 whole entry, looked up): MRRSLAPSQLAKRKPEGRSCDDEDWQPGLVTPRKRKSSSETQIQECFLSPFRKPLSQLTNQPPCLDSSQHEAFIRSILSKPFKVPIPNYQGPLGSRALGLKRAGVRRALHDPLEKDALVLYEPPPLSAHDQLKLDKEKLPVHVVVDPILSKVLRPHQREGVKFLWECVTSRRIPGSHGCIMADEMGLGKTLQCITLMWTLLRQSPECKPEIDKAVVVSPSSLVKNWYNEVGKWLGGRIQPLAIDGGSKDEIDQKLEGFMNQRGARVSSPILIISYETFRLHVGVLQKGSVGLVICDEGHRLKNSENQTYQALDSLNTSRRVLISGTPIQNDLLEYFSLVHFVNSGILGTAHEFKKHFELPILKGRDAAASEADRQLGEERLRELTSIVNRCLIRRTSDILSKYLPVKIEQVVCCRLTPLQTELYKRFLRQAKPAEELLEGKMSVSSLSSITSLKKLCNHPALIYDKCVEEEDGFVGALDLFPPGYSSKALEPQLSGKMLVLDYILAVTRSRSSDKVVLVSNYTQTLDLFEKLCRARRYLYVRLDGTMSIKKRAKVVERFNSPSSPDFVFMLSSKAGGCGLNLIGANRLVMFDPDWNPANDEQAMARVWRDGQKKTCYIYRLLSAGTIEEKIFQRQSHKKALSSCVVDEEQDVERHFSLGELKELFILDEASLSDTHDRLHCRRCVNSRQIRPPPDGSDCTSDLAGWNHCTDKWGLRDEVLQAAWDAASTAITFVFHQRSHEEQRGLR
esBAF inh: SWI/SNF esBAF complex inhibition; mouse ES cells, Bmi1-luciferase knock-in reporter, 24 h; 100% = twice the neutral-well signal; hit rate 2% among 350,000; reporter increase, % at 12.5 µM; in the data active = activation above about 40%; inconclusive = no clear call, values can overlap the other calls;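 also: 0% = median of the plate's neutral control wells and 100% = double that signal; a rise in the Bmi1 reporter signal indicates esBAF inhibition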
E-sel inducer: induces E-selectin expression in human endothelial cells; P16581; activation, % at 7.58 µM; hit rate 0.37% among 260,000; AID 686992; HUVEC E-selectin immunofluorescence imaging; normalized: neutral wells 0, TNF-alpha wells 100;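 active = mean E-selectin-positive cell signal at least 10% of the positive control, reached in at least 60% of replicates, without over 20% cell loss; inconclusive = no rule given, readout overlaps actives, possibly toxicity-flagged; inactive = the rest, including those meeting only one limit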;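 also: in these data hits start at about 27%; measured in HUVEC primary endothelial cells; signal is the percent of cells scored E-selectin positive by PE staining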
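Assay system: HUVEC primary endothelial cells. Input: 3,000 HUVEC seeded per well. Doses: one compound dose added by pin transfer. Read-out basis: % PE-positive cells. Benchmarks: TNF-alpha high, DMSO low. Detection: immunofluorescence imaging. Buffer or medium: EGM-2, gelatin.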
Casp6 inh: caspase-6 (human) enzyme inhibition; P55212; purified caspase-6, Z-VEID-R110 cleavage fluorescence; inhibition, % at 12.5 µM; hit rate 0.53% among 350,000;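 active = mean inhibition across replicates at least about 35%, with every replicate also reaching that limit, limit read from the data; inconclusive = only one of the two criteria met; inactive = neither criterion met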;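 also: 0% = median of neutral control wells and 100% = no fluorescence left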
Target sequence (P55212 24-179 limits assumed): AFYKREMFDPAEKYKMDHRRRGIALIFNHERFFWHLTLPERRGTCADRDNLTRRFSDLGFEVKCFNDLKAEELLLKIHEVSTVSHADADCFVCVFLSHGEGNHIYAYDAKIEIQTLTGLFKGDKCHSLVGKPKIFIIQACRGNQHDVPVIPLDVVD
Target sequence (P55212 194-293 limits assumed): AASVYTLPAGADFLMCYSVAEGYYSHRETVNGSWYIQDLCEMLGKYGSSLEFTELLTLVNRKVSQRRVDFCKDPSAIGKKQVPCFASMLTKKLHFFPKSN
ARNT-TACC3 inh: disruptors of human ARNT/TACC3 interaction. inhibition, % at 9.99 µM. AID 623870. hit rate 0.66% among 390,000. Q9Y6A5. AlphaScreen His-ARNT PAS-B/GST-TACC3 binding, luminescence; TACC3 fragment carries E629A point mutation;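 active = mean inhibition of replicates at least 50% and at least half of replicates each reaching 50%; inconclusive = half or more replicates reach 50% but mean below 50%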;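 also: 0% = complete ARNT plus TACC3 wells and 100% = ARNT alone without TACC3; many hits fall short of the cut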
PglD inh: inhibitors of Campylobacter jejuni PglD acetyltransferase; purified PglD enzyme, DTNB colorimetric CoA detection; inhibition, % at 12.5 µM; hit rate 0.098% among 360,000; in the data active = inhibition above about 16%, passing the limit was not always enough; inconclusive = no clear call, values can overlap the other calls; also: strong numbers were not always called active
ERp5 inh: inhibitors of human ERp5 | ERp5 insulin aggregation, absorbance 650 nm, 90 min | inhibition, % at 9.99 µM | hit rate 0.05% among 350,000;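 active = mean replicate inhibition above about 25%, with every replicate also reaching it, limit read from the data, passing the limit was not always enough; inconclusive = only one of those two criteria met; inactive = neither criterion met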
RAD52 anneal inh: blocks human RAD52 DNA annealing. recombinant RAD52 DNA annealing, FRET fluorescence. inhibition, % at 18.7 µM. hit rate 0.46% among 360,000. AID 651710;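 active = every replicate showing at least 50% inhibition; inconclusive = mean inhibition at least 50% but not in every replicate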
* hit, by the source's call; i = inactive; ? = inconclusive; nt = no result given.

SMILES | RAD54 inh | esBAF inh | E-sel inducer | Casp6 inh | ARNT-TACC3 inh | PglD inh | ERp5 inh | RAD52 anneal inh
O=C(NC1CCCc2c1cnn2-c1cc(F)cc(F)c1)c1ccc[n+]([O-])c1 (stereo not given) | 3 | nt | 20 | -1 | -10 | -2 | 8 | -17
C[C@@H]1CN([C@H](C)CO)S(=O)(=O)c2ccc(C#CC(C)(C)O)cc2O[C@H]1CN(C)CC1CC1 | 9 | 3 | 0.3 | 2 | -6 | -20 | -3 | 6
COc1ccc(NC(=O)NN2CCN(C)CC2)c(OC)c1 | -4 | nt | nt | 3 | -3 | -2 | 4 | 3
COCCn1c(=O)[nH]c2cc(C(=O)N3CCN(Cc4ccc5c(c4)OCO5)CC3)ccc2c1=O | -10 | 1 | 7.8 | -3 | -4 | 1 | -1 | -1
CN(C)S(=O)(=O)N1CCc2ccccc21 | -4 | -6 | nt | nt | 3 | -4 | nt | nt
O=C(CCNc1n[nH]c(=O)[nH]c1=O)N/N=C\c1ccc(Br)cc1 | 8 | 2 | nt | 1 | 1 | 5 | 0 | -7
Cc1ccc(-c2ccc([C@@H]3[C@H](CO)N4CCCCN(Cc5cncnc5)C[C@@H]34)cc2)cc1 | -1 | nt | -0.1 | 1 | 10 | 1 | 7 | 23
CCCC(=O)Nc1cc2c3c(c1)C(C)C(=O)N3CCC2 (stereo not given) | 3 | -4 | nt | -2 | -2 | -1 | 1 | -5
CC(=O)c1c(C)[nH]c(C(=O)CN2C(=O)NC(C)(c3ccc4c(c3)OCCO4)C2=O)c1C (stereo not given) | nt | nt | 0.4 | 4 | 3 | nt | -1 | -9
CCOC(=O)C1CN(S(=O)(=O)c2ccc(C)cc2)c2cc(S(=O)(=O)CC)ccc2O1 (stereo not given) | 2 | -6 | nt | nt | 1 | -8 | nt | nt
Brc1ccc(-c2nnc3n2C2(CCCC2)Cc2ccccc2-3)o1 | -15 | 4 | nt | nt | 0 | 0 | nt | nt
Cc1ccccc1-n1nc2c(c1NC(=O)COc1ccc(Cl)cc1)CS(=O)C2 (stereo not given) | 3 | 4 | 0.1 | 1 | -14 | -4 | 2 | -7
Cc1ccc(S(=O)(=O)N2CCCC2C(=O)NCc2ccc3c(c2)OCO3)cc1 (stereo not given) | nt | nt | 0.4 | 2 | -2 | nt | 2 | -1
CCOC(=O)C1CCN(Cc2cccc(OCc3ccccc3)c2)CC1 | 1 | -1 | -0.1 | 0 | -1 | -7 | -8 | 0
Cc1nn(C)cc1N1C(=O)c2cccc3c(N)ccc(c23)C1=O | -324 | nt | 0.3 | 0 | 0 | -5 | -2 | i
NC(=O)[C@@H]1[C@H]2C(=O)O[C@H](c3ccccc3)[C@H](c3ccccc3)N2[C@H](c2ccccc2OCCO)[C@@]12C(=O)Nc1ccc(C#CCCO)cc12 | 0 | nt | nt | 0 | 8 | 1 | 0 | 8
O=C(Nc1c2c(nn1-c1ccccc1)CS(=O)(=O)C2)c1cccs1 | -14 | -3 | nt | 7 | 3 | 0 | -16 | -12
O=C(C[C@H]1CC[C@H](NC(=O)NC2CCCC2)[C@@H](CO)O1)NCc1ccc(F)cc1 | -2 | 0 | 0.1 | -1 | -11 | -2 | 3 | 7
C[C@@H]1CCCCO[C@@H](CN(C)Cc2ccc(C(F)(F)F)cc2)[C@@H](C)CN([C@@H](C)CO)C(=O)c2cc(NS(=O)(=O)c3ccccc3)ccc2O1 | 0 | -14 | 0.1 | 1 | 8 | -6 | -5 | 42
CO[C@H]1CN(C)C(=O)c2cc(NC(=O)NC(C)C)ccc2OC[C@H](C)N(Cc2ccc(-c3ccccn3)cc2)C[C@H]1C | 3 | 4 | 0.2 | -3 | -4 | -3 | 2 | -10
CO[C@H]1CN(C)C(=O)c2ccc(NC(=O)Nc3cccc(F)c3)cc2OC[C@H](C)N(C(=O)Nc2c(C)noc2C)C[C@H]1C | 4 | -2 | -0.2 | -3 | 9 | 1 | 0 | -11
O=C(Cc1cccs1)NCc1ccccc1Br | -6 | ? | 0.0 | 2 | -3 | 2 | 2 | 4
Cc1ccc(S(=O)(=O)NCc2ccc(C(=O)NCCc3ccc(S(N)(=O)=O)cc3)cc2)cc1 | -19 | 3 | nt | 1 | 0 | 10 | 1 | -1
C[C@@H]1CN([C@H](C)CO)C(=O)Cc2cc(NC(=O)C3CC3)ccc2O[C@H]1CN(C)Cc1ccccc1 | -4 | 2 | 0.1 | 2 | -6 | 0 | 3 | 3
Cc1cccc(NC(=O)Cn2cc(C(=O)C3CC3)c3ccccc32)c1C | 7 | -22 | -0.1 | -1 | -1 | 3 | -4 | 8
New compounds follow.
SMILES | RAD54 inh | esBAF inh | E-sel inducer | Casp6 inh | ARNT-TACC3 inh | PglD inh | ERp5 inh | RAD52 anneal inh
CCOC(=O)C1=C(COC(=O)/C=C/c2cccc([N+](=O)[O-])c2)NC(=O)NC1C (stereo not given) | nt | nt | -1.7 | 0 | -2 | nt | 0 | 10
Cn1ncc(Cl)c1C(=O)N1CCN(C23CC4CC(CC(C4)C2)C3)CC1 | -1 | -5 | -0.5 | -3 | -3 | 1 | 12 | -9
COc1cccc(C2C3=C(CC(C)(C)CC3=O)OC(N)=C2[N+](=O)[O-])c1 (stereo not given) | -12 | -15 | nt | nt | -1 | -4 | nt | nt
O=C(CN1CCC(C(=O)c2ccc3c(c2)OCCO3)CC1)Nc1ccccc1C(F)(F)F | -2 | 20 | nt | 1 | 12 | -10 | -2 | -28
COc1ccc(S(=O)(=O)N(C)C[C@H]2OCCCC[C@H](C)Oc3ccc(NS(=O)(=O)c4ccccc4)cc3C(=O)N([C@@H](C)CO)C[C@@H]2C)cc1 | -12 | 2 | nt | 0 | -3 | 2 | 3 | -1
O=C(Nc1ccc(CN2CCOCC2)cc1)c1cc2ccccc2o1 | 1 | 25 | nt | nt | -5 | 4 | nt | nt
COCC(=O)N(C)C[C@@H]1Oc2ncc(-c3cccc(OC)c3)cc2C(=O)N([C@H](C)CO)C[C@@H]1C | 1 | 4 | -0.1 | 0 | -3 | -4 | -1 | 5
CCOc1ccc(NC(=O)CSc2nc(NS(=O)(=O)c3ccc(C)cc3)cc(=O)[nH]2)cc1 | 6 | 10 | -0.1 | 7 | nt | 7 | -3 | -15
COC(=O)c1ccc2nc(-c3ccco3)c(Cc3ccccc3C(F)(F)F)n2c1 | nt | nt | 0.3 | 12 | nt | nt | -15 | -22
CC(=O)Oc1ccc2oc(=O)c3c(c2c1)CCCN3C(=O)CN1CCOCC1 | nt | nt | nt | 2 | 2 | nt | 11 | -3
COc1ccc2oc(C(=O)N3CCc4ccccc43)c(C)c2c1 | -4 | -45 | -0.2 | 0 | -7 | -2 | 2 | 5
O=C(Nc1ccc(Nc2ccccc2)cc1)c1ccc(Cl)cc1 | -5 | 3 | nt | -2 | -1 | -1 | 0 | 6
C[C@@H](NC(=O)C[C@H]1C[C@@H]2c3cc(NC(=O)c4ccc5c(c4)OCO5)ccc3O[C@@H]2[C@@H](CO)O1)c1ccccc1 | -2 | 5 | 0.2 | -2 | -2 | 1 | 0 | 9
CCCC(=O)N1CCOCC1c1cc(C(=O)NCc2ccccc2)no1 (stereo not given) | 0 | -2 | -0.3 | -1 | nt | -3 | 13 | 3
CSC(=NCc1cccnc1)NS(=O)(=O)c1cccs1 | -1 | -3 | nt | nt | -3 | -1 | nt | nt
Cc1cc(Sc2nccn2C)ncc1[N+](=O)[O-] | nt | nt | 0.0 | 20 | nt | nt | 0 | -8
O=C(Nc1ccccc1)c1cccc(S(=O)(=O)N2CCCCC2)c1 | -4 | 4 | nt | nt | -3 | -2 | nt | nt
C[C@@H]1CN([C@H](C)CO)C(=O)c2cc(-c3ccccc3)cnc2O[C@H]1CN(C)Cc1cccnc1 | 4 | 6 | 0.1 | 1 | -5 | -1 | 15 | 1
O=[N+]([O-])c1cccnc1Oc1ccc(C2SCCS2)cc1 | nt | nt | nt | -2 | 3 | nt | 3 | -4
COc1cc(CNCCCN2CCOCC2)cc(Br)c1OCC(=O)N1CCCCC1 | nt | nt | nt | -20 | -3 | nt | -2 | -10
CC(C)(C)NC(=O)CN1CCN(C(=O)CCl)CC1 | 11 | nt | -0.9 | -1 | -2 | -2 | 4 | -12
C[C@H](CO)N1C[C@H](C)[C@H](CN(C)C)OCCCC[C@H](C)Oc2ccc(N(C)C)cc2C1=O | -3 | -1 | -0.2 | 3 | 3 | 7 | -2 | -15
CCOC(=O)C1(C)CCCN1C(=O)c1ccc(Cl)nc1 (stereo not given) | 20 | 1 | 0.7 | 0 | nt | 1 | -1 | -41
COC(=O)C[C@H]1CC[C@H]2[C@H](COc3ccc(NC(=O)Nc4ccccc4C)cc3C(=O)N2C)O1 | -2 | 1 | 0.0 | -1 | -11 | 0 | 7 | -12
COc1ccc(/C=C/C(=O)OCC(=O)Nc2nnc(-c3ccccc3)o2)c(OC)c1 | 4 | 2 | 0.1 | -1 | nt | 6 | 2 | -11
Next part:
SMILES | RAD54 inh | esBAF inh | E-sel inducer | Casp6 inh | ARNT-TACC3 inh | PglD inh | ERp5 inh | RAD52 anneal inh
O=C1CC(Sc2ncn[nH]2)C(=O)N1c1ccccc1 (stereo not given) | -7 | -12 | nt | nt | -1 | 3 | nt | nt
C[C@@H]1CN([C@@H](C)CO)C(=O)Cc2cc(NC(=O)CCN3CCOCC3)ccc2O[C@H]1CN(C)S(C)(=O)=O | 10 | -4 | 1.3 | -2 | 2 | -3 | 2 | 7
COc1cc(C(=S)N2CCOCC2)cc(OC)c1OC(=O)c1cc([N+](=O)[O-])c(C)c([N+](=O)[O-])c1 | -3 | -3 | nt | nt | 4 | 2 | nt | nt
COc1ccc(OCc2nnc(SCC(=O)Nc3ccccc3Cl)o2)cc1 | nt | 3 | nt | 1 | -1 | nt | 4 | -6
CCS(=O)(=O)c1nc(S(=O)(=O)c2ccc(Cl)cc2)c(N2CCCC2)s1 | -7 | -6 | 23 | -2 | -4 | 2 | 14 | -6
CC(C)(C)NC(=O)C(=O)NN=C1CCCCCC1 | nt | nt | 1.2 | -1 | 20 | nt | -2 | -12
CCN1CCN(S(=O)(=O)c2ccc(OC)c(NC(=O)c3ccccc3F)c2)CC1 | nt | -12 | -0.1 | 4 | -3 | nt | -2 | -5
COc1cccc(NC(=O)N(C)C[C@H]2Oc3ncc(C#Cc4cccnc4)cc3C(=O)N([C@H](C)CO)C[C@H]2C)c1 | 3 | 2 | nt | -2 | 0 | 0 | -5 | -15
COc1ccc(N2CC(C(=O)Nc3ccc(S(=O)(=O)Nc4nccs4)cc3)CC2=O)c(OC)c1 (stereo not given) | -5 | 2 | nt | 3 | 5 | 1 | 4 | 3
COc1ccc(C)cc1NC(=O)CSc1nnc(-c2cc3cccc(OC)c3o2)n1N | -1 | -4 | nt | nt | 0 | -2 | nt | nt

One compound at a time, as listed above:
CCOC(=O)C1=C(COC(=O)/C=C/c2cccc([N+](=O)[O-])c2)NC(=O)NC1C (stereo not given) across the screens: RAD54 inh: nt; esBAF inh: nt; E-sel inducer: -1.7; Casp6 inh: 0; ARNT-TACC3 inh: -2; PglD inh: nt; ERp5 inh: 0; RAD52 anneal inh: 10
CC(C)(C)NC(=O)CN1CCN(C(=O)CCl)CC1 across the screens: RAD54 inh: 11; esBAF inh: nt; E-sel inducer: -0.9; Casp6 inh: -1; ARNT-TACC3 inh: -2; PglD inh: -2; ERp5 inh: 4; RAD52 anneal inh: -12

Compounds as they come; overall some 3.2% were active at least once.
